# Source: PubChem BioAssay
# Hep lipid drop: inhibitors of hepatocyte lipid droplet formation, primary screen, imaging, high-throughput imaging, BODIPY stain; AML12 mouse hepatocytes, oleate lipid droplets; hit rate 0.4% among 240,000; AID 1656, 2009; inhibition, % at 6.5 µM;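 active = lipid droplet intensity inhibited by at least 50%, with more than 500 cells counted; inconclusive = wells with under 300 cells, treated as cytotoxic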
#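 Material – AML12 mouse liver cells · Also added – oleate loading, 100 µM · Compound dosing – 6.5 µM single-point dosing · Times – overnight treatment with compound plus oleate · Measured by – fluorescence imaging, 20x objective, two fields per well · Read-out – percent inhibition of filter-corrected integrated lipid droplet intensity per well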
# T cell modulator: modulators of CD8 T cell-vesicle binding, primary screen, mouse 2C CD8+ T cells, flow cytometry | 2C CD8+ T cell-vesicle binding; hits give low values | calls only at 7 µM | hit rate 0.068% among 330,000;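 active = response, share of CD8 T cells binding vesicles, and their 90th percentile fluorescence all below set limits, cut at about 80% in these data, passing the limit was not always enough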
#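 Incubation: binding step 1.5 h, 37 °C, antibody labelling 20 min, ice; system: murine 2C transgenic CD8+ T lymphocytes; technique: cytometric PE anti-B7-1 and Alexa647 anti-CD8 signals after 1% paraformaldehyde fixation; also added: QL9-charged Drosophila Ld/ICAM-1/B7-1 vesicles; control set: naked versus QL9-loaded vesicles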
# Myeloid diff MLP: induction of myeloid progenitor differentiation, primary screen, cell-based, flow cytometry, MLPCN library | hit rate 1% among 360,000 | AID 624256, 2012 | calls only at 10 µM | ER-HoxA9 myeloid progenitors, lysozyme-GFP differentiation;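 active = normalized GFP-positive differentiation at or above the plate's own cutoff, the solvent-only control mean plus 3 SD; inconclusive = no clear call, values can overlap the other calls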;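 note: cells exposed to compound for four days before flow analysis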
# Hep lipid drop cells 6.5 µM: recorded beside Hep lipid drop, whose call it bears; cell count; measured here: cell count, cytotoxicity flag;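 cells counted across two imaged fields per well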
# T cell modulator vesicle-bound %: recorded beside T cell modulator, whose call it bears; double positive events, %; measured here: CD8+ vesicle-bound cell fraction;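 binding gate set so that unloaded-vesicle control wells show 10% double positive cells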
# Myeloid diff MLP GFP+ MAC1+ %: further read-out of Myeloid diff MLP, marked with its call; GFP+ MAC1+ double positive, %; measured here: differentiation confirmed by MAC1 staining
# Numbers without * were called inactive; i = inactive; ? = inconclusive; / = no result given; + = active, no number. Not all compounds are listed (hit frequency here may not be typical).
SMILES,Hep lipid drop,Hep lipid drop cells 6.5 µM,T cell modulator,T cell modulator vesicle-bound %,Myeloid diff MLP,Myeloid diff MLP GFP+ MAC1+ %
O=S(=O)(NNC(=S)NCC1CCCO1)c1cc(Cl)ccc1Cl (centres undefined),-8,702,i,16,i,3.7
CCOC(=O)C1CCN(C(=O)c2ccc(OCC(=O)Nc3cccc(C(F)(F)F)c3)cc2)CC1,-4,777,i,32,i,1.4
CCn1cc(C(=O)N2CCN(c3ccccc3)CC2)c(=O)c2cc(S(=O)(=O)N3CCOCC3)ccc21,-7,690,i,12,i,0.9
Cc1cc(C)c(C#N)c(Nc2cccc(Br)c2)n1,0,797,i,54,i,0.5
C[N+](C)(C)CCNC(=O)c1cc[n+](Cc2ccccc2)c(/C=N/O)c1,-8,800,i,63,i,0.6
CC(C)(C)C(=O)N1CCN(c2ccnc3cc(Cl)ccc23)CC1,-1,823,i,18,i,0.7
CCN1C(=O)/C(=C\c2cccc(OC(=O)c3ccco3)c2)SC1=S,0,836,i,16,i,1.1
Cc1c(C)c2c(OCC(=O)N[C@@H](Cc3ccccc3)C(=O)O)cc3c(c2oc1=O)CCC(C)(C)O3,2,808,i,24,i,5.0
CC(=O)c1cccc(NC(=O)C2COc3ccccc3O2)c1 (centres undefined),11,827,i,53,i,0.7
CC(NC(=O)c1ccccc1SCC(=O)N1CCCC1)c1ccc(F)cc1 (centres undefined),4,709,i,48,i,3.4
Cc1ccc(-c2nc(CS(=O)(=O)CC(=O)NC3CC3)c(C)o2)cc1,8,696,i,10,i,1.4
CCc1nnc(SCC(=O)N2CCc3ccccc32)n1CC,-2,803,i,72,i,1.0

# In another format: 2 of the compounds above.
Molecule	Hep lipid drop	Hep lipid drop cells 6.5 µM	T cell modulator	T cell modulator vesicle-bound %	Myeloid diff MLP	Myeloid diff MLP GFP+ MAC1+ %
O=S(=O)(NNC(=S)NCC1CCCO1)c1cc(Cl)ccc1Cl (centres undefined)	-8	702	i	16	i	3.7
CCOC(=O)C1CCN(C(=O)c2ccc(OCC(=O)Nc3cccc(C(F)(F)F)c3)cc2)CC1	-4	777	i	32	i	1.4

# Carrying on.
SMILES,Hep lipid drop,Hep lipid drop cells 6.5 µM,T cell modulator,T cell modulator vesicle-bound %,Myeloid diff MLP,Myeloid diff MLP GFP+ MAC1+ %
CCc1nc2oc3ccccc3c(=O)c2cc1C(=O)OC,8,715,i,19,i,1.0
Cc1c2cnn(CC(=O)NCCN3CCOCC3)c(=O)c2c(C)n1Cc1ccccc1,-7,715,i,20,i,3.1
CCC1CN(C(=O)N2CCC(C(=O)NCc3ccccc3C)CC2)c2ccccc2O1 (centres undefined),8,723,i,7,i,0.4
NC(=O)c1cc2ccccc2o/c1=N/NC(=O)c1ccccc1,-1,740,i,19,i,0.6
O=C(CCCn1c(=O)c2cccn2c2cccnc21)N1CCN(c2ccccc2F)CC1,14,665,i,31,i,4.8
COc1cc(F)ccc1S(=O)(=O)NCc1cccnc1,2,790,i,38,i,0.5
CC(C)c1ccc(N(C(=O)CNC(=O)c2ccco2)C(C(=O)NC2CCCC2)c2ccncc2)cc1 (centres undefined),-13,718,i,38,i,0.6
Cc1ccc(CN2CCC(CNC(=O)Nc3ccccc3F)CC2)cc1,-11,799,i,38,i,1.2
O=C(N/N=C/c1cccnc1)c1cccc(NC(=O)c2ccccc2Cl)c1,1,821,i,37,+,1.3*
COc1ccc(S(=O)(=O)N2CCOC2CNC(=O)C(=O)NCCCN(C)C)cc1C (centres undefined),-10,674,i,34,i,0.4
CC1Oc2ccccc2N(CC(=O)N2CCCCC2)C1=O (centres undefined),-12,750,i,29,i,0.6
Cc1ccc(S(=O)(=O)N2CCCC(C(=O)N3CCN(C)CC3)C2)cc1 (centres undefined),-3,846,i,31,i,1.2
CCN1CCN(CCNC(=O)c2ccc(CS(=O)c3ccc(Br)cc3)o2)CC1 (centres undefined),11,729,i,9,i,5.7
COc1ccccc1CC(=O)Nc1cc(C)ccn1,-10,802,i,48,i,2.0
O=C(Nc1cccnc1)c1cc(-c2ccc(Cl)cc2Cl)on1,-11,783,i,42,i,0.4
O=C(CCC(=O)N1CCCC1)N1CCCC1,2,887,i,3,i,1.5
COc1ccc(C(=O)N/C(=C\c2cn(C)c3ccccc23)C(=O)NCCN2CCOCC2)cc1OC,15,774,i,22,?,/
CCOC(=O)c1c(NC(=O)CSc2ncn[nH]2)sc(C(C)=O)c1C,2,728,i,11,i,1.2
Cc1ccc(NC(=O)c2ccc3nsnc3c2)c(Cl)c1,7,698,i,10,i,0.7
COc1ccc(C)cc1NC(=O)C1CCN(S(=O)(=O)c2cccc3nonc23)CC1,18,823,i,31,i,0.9
COC(=O)C(C)n1cnc2c(nnn2-c2ccc(F)cc2)c1=O (centres undefined),-1,709,i,42,i,2.9
O=Cc1c(NCc2ccccc2Cl)c2ccccc2[nH]c1=O,2,813,i,64,i,1.1
CC(C)[C@H](NC(=O)N1c2ccccc2NC(=O)[C@@H]1C(C)C)C(=O)N[C@@H](Cc1ccccc1)C(=O)O,-2,780,i,33,i,3.0
CCn1nc(NC(=O)C(C)(C)C)c2cc3cccc(C)c3nc21,7,832,i,50,i,0.1
CC(=O)Nc1ccc(CN2CCC(n3nccc3NC(=O)CCc3ccccc3)CC2)cc1,1,710,i,63,i,4.8
NS(=O)(=O)c1cccc(NC(=O)CC23CC4CC(C2)CC(CC(=O)Nc2cccc(S(N)(=O)=O)c2)(C4)C3)c1,-14,557,i,63,i,0.4
Cn1c(SCc2ccc([N+](=O)[O-])cc2)nnc1-c1ccncc1,0,796,i,49,i,0.6
Cc1ccc(C(=O)N=c2sccn2C)cc1C,4,626,i,64,i,2.1
Cc1nn(CCCC(=O)NCc2ccccc2Cl)c(=O)c2nccn12,7,747,i,24,i,2.9
COCCNC(=O)c1ccc(NS(=O)(=O)c2ccc3[nH]c(=O)[nH]c3c2)cc1,0,562,i,5,i,2.5
CCN1CCN(c2ccc(NC(=O)COc3ccc([N+](=O)[O-])cc3)cc2)CC1,-17,813,i,63,i,0.6
COc1cc(C(=O)NCCNC(=O)c2cnccn2)cc(OC)c1OC,28,872,i,42,i,0.7
Cn1c(NN)nc2c1c(=O)n(Cc1ccccc1)c(=O)n2C,7,874,i,10,i,0.3
CC(NC(=O)CCCc1c[nH]c2ccccc12)c1ccc(F)cc1 (centres undefined),49,764,i,20,i,4.8
Cc1cccc(N2CCN(C(=O)C3CCN(c4ncnc5c4nc4n5CCCCC4)CC3)CC2)c1C,-16,705,i,26,i,1.5
COc1ccc(CNS(=O)(=O)c2cc(-c3cc(C)no3)ccc2C(C)C)cc1,-62,617,i,32,?,/
Cc1cc(NC(=O)CSc2nnnn2-c2ccccc2C)no1,4,690,i,6,i,0.0
COc1cc(-c2cc(C(=O)NCc3ccc(S(N)(=O)=O)cc3)c3ccccc3n2)cc(OC)c1OC,-2,834,i,33,i,0.1
Cc1ccc(-c2noc(C3CCCN(C(=O)c4ccccc4Br)C3)n2)cc1 (centres undefined),4,833,i,39,i,1.5
CC1(C)Cc2c(cnn2-c2ccc(F)cc2)C(NC(=O)CN2CCCCC2=O)C1 (centres undefined),-3,651,i,61,i,0.5
CCOc1ccc(CCNC(=O)CN2C(=O)COc3ccc(S(=O)(=O)N4CCOCC4)cc32)cc1,-9,671,i,26,i,0.6
O=C(Cn1ccc2ccccc2c1=O)NCCC(=O)Nc1ccc(F)cc1F,7,831,i,31,i,1.2
O=C(CSc1ccc2ccccc2n1)N/N=C/c1ccc(O)cc1,-10,769,i,63,i,0.3
O=C(CSc1nc2ncc(Cl)cc2[nH]1)Nc1cccc(F)c1,2,741,i,41,i,1.1
CCN1C(=NCc2cccc(Cl)c2)N[C@@H](c2cccc(F)c2)C(C(=O)OC)=C1C,-5,777,i,18,i,1.5
CCC(=O)Nc1nnc(S(=O)(=O)N2CCCCCC2)s1,1,794,i,46,i,1.6
CCOC(=O)c1c(S(=O)(=O)N2CCN(C3CCCCC3)CC2)c(C)n(C)c1C,-4,651,i,50,i,0.2
O=C(CN1CCCCC1)Nc1nc(-c2ccc(Cl)cc2)cs1,-15,716,i,26,i,0.2

# Part of the list above in another layout.
SMILES | Hep lipid drop | Hep lipid drop cells 6.5 µM | T cell modulator | T cell modulator vesicle-bound % | Myeloid diff MLP | Myeloid diff MLP GFP+ MAC1+ %
Cn1c(SCc2ccc([N+](=O)[O-])cc2)nnc1-c1ccncc1 | 0 | 796 | i | 49 | i | 0.6
Cc1ccc(C(=O)N=c2sccn2C)cc1C | 4 | 626 | i | 64 | i | 2.1
Cc1nn(CCCC(=O)NCc2ccccc2Cl)c(=O)c2nccn12 | 7 | 747 | i | 24 | i | 2.9
COCCNC(=O)c1ccc(NS(=O)(=O)c2ccc3[nH]c(=O)[nH]c3c2)cc1 | 0 | 562 | i | 5 | i | 2.5
CCN1CCN(c2ccc(NC(=O)COc3ccc([N+](=O)[O-])cc3)cc2)CC1 | -17 | 813 | i | 63 | i | 0.6
COc1cc(C(=O)NCCNC(=O)c2cnccn2)cc(OC)c1OC | 28 | 872 | i | 42 | i | 0.7
Cn1c(NN)nc2c1c(=O)n(Cc1ccccc1)c(=O)n2C | 7 | 874 | i | 10 | i | 0.3
CC(NC(=O)CCCc1c[nH]c2ccccc12)c1ccc(F)cc1 (centres undefined) | 49 | 764 | i | 20 | i | 4.8
Cc1cccc(N2CCN(C(=O)C3CCN(c4ncnc5c4nc4n5CCCCC4)CC3)CC2)c1C | -16 | 705 | i | 26 | i | 1.5
COc1ccc(CNS(=O)(=O)c2cc(-c3cc(C)no3)ccc2C(C)C)cc1 | -62 | 617 | i | 32 | ? | /
Cc1cc(NC(=O)CSc2nnnn2-c2ccccc2C)no1 | 4 | 690 | i | 6 | i | 0.0
COc1cc(-c2cc(C(=O)NCc3ccc(S(N)(=O)=O)cc3)c3ccccc3n2)cc(OC)c1OC | -2 | 834 | i | 33 | i | 0.1
Cc1ccc(-c2noc(C3CCCN(C(=O)c4ccccc4Br)C3)n2)cc1 (centres undefined) | 4 | 833 | i | 39 | i | 1.5
CC1(C)Cc2c(cnn2-c2ccc(F)cc2)C(NC(=O)CN2CCCCC2=O)C1 (centres undefined) | -3 | 651 | i | 61 | i | 0.5
CCOc1ccc(CCNC(=O)CN2C(=O)COc3ccc(S(=O)(=O)N4CCOCC4)cc32)cc1 | -9 | 671 | i | 26 | i | 0.6
O=C(Cn1ccc2ccccc2c1=O)NCCC(=O)Nc1ccc(F)cc1F | 7 | 831 | i | 31 | i | 1.2
O=C(CSc1ccc2ccccc2n1)N/N=C/c1ccc(O)cc1 | -10 | 769 | i | 63 | i | 0.3
O=C(CSc1nc2ncc(Cl)cc2[nH]1)Nc1cccc(F)c1 | 2 | 741 | i | 41 | i | 1.1
CCN1C(=NCc2cccc(Cl)c2)N[C@@H](c2cccc(F)c2)C(C(=O)OC)=C1C | -5 | 777 | i | 18 | i | 1.5

# (next part)
SMILES,Hep lipid drop,Hep lipid drop cells 6.5 µM,T cell modulator,T cell modulator vesicle-bound %,Myeloid diff MLP,Myeloid diff MLP GFP+ MAC1+ %
Cc1cccc(NC(=O)CSc2nnc(C3CC3)n2CC2CCCO2)c1 (centres undefined),-1,766,i,17,i,0.0
CN(CC(=O)NCc1ccccc1)S(=O)(=O)c1ccc2c(c1)CCC(=O)N2,5,652,i,11,?,/
O=C(NCCN1CCCC1)C1CCC(=O)N(CCCN2CCOCC2)C1 (centres undefined),3,705,i,67,i,1.3
CC1CCN(CCc2nc3cc(NC(=O)COc4ccccc4)ccc3n2C)CC1,-19,750,i,42,i,1.6
c1cncc(-c2nc(-c3ccc4c(c3)OCCO4)cs2)c1,1,869,i,22,i,0.4
COc1ccc(NC(C)=O)cc1CNC(=O)COc1ccccc1C(=O)Nc1cccc(C)c1C,0,804,i,38,i,0.3
CCOc1ccc(NC(=O)CN2CCN(c3ccc(F)cc3)CC2)cc1,-25,602,i,50,i,0.8
Cc1c(C)n(Cc2ccccc2)c2ncnc(Cl)c12,-31,783,i,47,i,0.5
FC(F)Oc1ccc(/C=N/n2c(Cc3ccc(Br)cc3)n[nH]c2=S)cc1,-1,785,i,22,i,0.7
O=C(CSc1n[nH]c(-c2ccccc2)n1)N1CCOCC1,7,784,i,22,i,0.7
Cc1cccc(OCC(=O)NCCCNC(=O)c2ccccn2)c1,18,781,i,19,i,0.7
